CHRM1 agonist: activates human CHRM1 receptor. 360,000 compounds, 0.33% hits. CHO-K1 hM1, Fluo-8 calcium fluorescence, agonist mode; 0% DMSO, 100% acetylcholine EC100. activation, % at 3 µM. P11229;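 active = activation above the run's mean compound activation plus 3 SD, cut at about 16% in these data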;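 also: peak over basal fluorescence ratio within a 140 s kinetic read after compound addition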
Target sequence (P11229 whole entry, looked up): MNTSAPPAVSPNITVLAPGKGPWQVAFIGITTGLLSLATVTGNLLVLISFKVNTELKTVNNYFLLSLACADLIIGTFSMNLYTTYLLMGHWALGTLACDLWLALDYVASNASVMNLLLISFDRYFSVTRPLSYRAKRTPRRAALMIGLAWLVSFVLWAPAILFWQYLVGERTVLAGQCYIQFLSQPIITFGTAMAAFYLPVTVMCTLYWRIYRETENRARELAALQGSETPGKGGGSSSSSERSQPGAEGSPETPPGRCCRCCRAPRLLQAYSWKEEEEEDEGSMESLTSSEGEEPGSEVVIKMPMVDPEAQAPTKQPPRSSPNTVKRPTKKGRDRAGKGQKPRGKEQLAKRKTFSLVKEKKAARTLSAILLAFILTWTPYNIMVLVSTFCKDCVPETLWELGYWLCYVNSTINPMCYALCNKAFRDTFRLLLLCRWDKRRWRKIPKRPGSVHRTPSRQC
M4 antag: blocks acetylcholine activation of human M4 receptor; P08173; CHO-hM4 cells, ACh EC80, Fluo-8 calcium fluorescence; inhibition, % at 3 µM; 360,000 compounds, 0.73% hits; AID 624125;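 active = inhibition above its plate's cutoff, the mean inhibition of sample wells plus 3 SD, cut at about 27% in these data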;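 also: 0% = acetylcholine EC80 with DMSO and 100% = DMSO without agonist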
CHO-K1 Ca antag: counter-screen for M1 antagonists: effect in parental CHO-K1 cells. ATP-induced calcium, Fluo-8 fluorescence. inhibition, % at 3 µM. 360,000 compounds, 0.6% hits;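 active = inhibition above a per-plate cutoff, the plate's mean sample inhibition plus 3 SD, cut at about 24% in these data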;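 also: 0% = DMSO plus EC80 ATP and 100% = DMSO alone without ATP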
M4 ag: CHRM4 agonism in calcium assay | P08173 | CHO-K1 hM4/Gqi5, Fluo-8 calcium fluorescence; vehicle 0%, full acetylcholine response 100% | activation, % at 3 µM | 360,000 compounds, 0.14% hits | AID 624127;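 active = activation above the run mean over all test wells plus 3 SD, cut at about 32% in these data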;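 also: peak over basal fluorescence ratio per well then scaled between controls; 0% = DMSO wells and 100% = acetylcholine at EC100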
CHO-K1 Ca ag: nonselective activator or artifact in parental CHO-K1 cells. Fluo-8 calcium fluorescence; scaled to maximal ATP response, vehicle zero. 360,000 compounds, 0.48% hits. AID 602248. activation, % at 3 µM; in the data active = activation above about 15%;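 also: untransfected CHO-K1 host cells lacking M1 receptor as counterscreen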
CHO parental Ca: counter-screen for OX1R antagonists: effect in parental CHO cells; parental CHO-K1, ATP-induced calcium, Fluo-8 fluorescence; inhibition, % at 5.6 µM; 330,000 compounds, 0.63% hits;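 active = inhibition above that plate's mean sample inhibition plus 3 SD, cut at about 26% in these data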;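 also: 0% = ATP-challenged DMSO wells and 100% = DMSO wells without ATP; some compounds past the cut are filed as inactive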
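Test system: untransfected parental CHO cell line; also added: ATP stimulus; dosing: 5.6 µM, single dose; signal: calcium-sensitive Fluo-8 fluorescence; measure: percent inhibition of ATP-evoked calcium rise, normalized to controls; benchmarks: low control ATP plus DMSO, high control DMSO only; replication: one well per compound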
CHRM1 PAM: positive allosteric modulators of human M1 muscarinic receptor; P11229; CHO-K1 hM1, Fluo-8 calcium fluorescence, ACh EC20; 0% = ACh EC20, 100% = maximal ACh; activation, % at 3 µM; 360,000 compounds, 0.088% hits; AID 588819; in the data active = activation above about 19%, passing the limit was not always enough
M1 antag: antagonists of human M1 muscarinic receptor; 360,000 compounds, 1.3% hits; CHO-K1 hM1, Fluo-8 calcium fluorescence, ACh EC80 antagonist; AID 588852; inhibition, % at 3 µM; P11229;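 active = percent inhibition above its own plate's cutoff, namely the mean of that plate's compound wells plus 3 SD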;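 also: peak over basal fluorescence ratio during 140 s after agonist addition; 0% = ACh EC80 plus DMSO and 100% = DMSO alone without agonist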
OXTR potentiator: potentiates the human oxytocin receptor response. AID 2445. CHO-OTR cells, Fluo-8 calcium fluorescence, potentiator mode; 0% = oxytocin EC15, 100% = EC100. activation, % at 3 µM. P30559. 320,000 compounds, 0.061% hits;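 active = activation above that plate's cutoff, the mean activation of tested compounds plus 3 SD, cut at about 6.6% in these data, passing the limit was not always enough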;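 also: 100% uses oxytocin at 75 nM as the full agonist control; some results filed as inactive read as strong as hits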
Target sequence (P30559 whole entry, looked up): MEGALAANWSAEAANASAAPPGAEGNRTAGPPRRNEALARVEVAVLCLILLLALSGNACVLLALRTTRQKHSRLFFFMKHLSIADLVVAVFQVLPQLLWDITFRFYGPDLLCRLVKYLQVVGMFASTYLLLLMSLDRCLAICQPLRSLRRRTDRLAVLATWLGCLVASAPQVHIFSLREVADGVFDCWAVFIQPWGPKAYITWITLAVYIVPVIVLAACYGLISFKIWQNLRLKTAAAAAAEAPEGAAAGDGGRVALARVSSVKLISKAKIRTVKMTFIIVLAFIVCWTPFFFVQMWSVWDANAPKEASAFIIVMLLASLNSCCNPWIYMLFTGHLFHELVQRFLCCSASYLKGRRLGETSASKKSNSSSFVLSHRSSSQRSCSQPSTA
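Assay system: CHO-OTR cells, human receptor / Also added: oxytocin at about EC15, sub-maximal agonist stimulus / Dosing: single dose, 3.0 µM nominal final compound concentration / Incubation: 6 min pre-incubation, 100 s read / Technique: Fluo-8 calcium dye fluorescence / Read-out: % activation vs EC15 and EC100 oxytocin / Benchmarks: EC15 oxytocin low, 75 nM oxytocin high / Replicates: singlicate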
The depositor's hits bear a star; nt = no result given. The order is random; about 2.9% have a hit in one of these screens.

SMILES	CHRM1 agonist	M4 antag	CHO-K1 Ca antag	M4 ag	CHO-K1 Ca ag	CHO parental Ca	CHRM1 PAM	M1 antag	OXTR potentiator
O=C(NCc1ccccc1Br)c1ccc2c(c1)OCCO2	-3	1	-11	1	0.6	1	3	-3	-3
Cc1nnc(N/N=C\c2ccc(-c3ccccc3[N+](=O)[O-])o2)n1N	2	5	-8	4	0.8	-5	14	-5	-1
COc1ccc(NS(=O)(=O)c2cccc(C(=O)NCC(c3ccc(OC)cc3)N3CCOCC3)c2)cc1 (stereo not given)	-2	0	3	3	1.5	-20	4	-8	-3
O=c1[nH]nc(C(F)(F)F)c2nnn(Cc3ccccc3Cl)c12	-4	-3	8	0	0.1	6	0	-2	-7
COc1ccc([C@H]2N[C@]3(CCCN(Cc4cccn4C)C3=O)[C@H]3C(=O)N(C)C(=O)[C@@H]23)cc1	-5	-9	-11	0	0.5	nt	8	-12	nt
N#C/C(=C\c1c(N2CCOCC2)nc2ccccn2c1=O)S(=O)(=O)c1ccccc1	-2	-1	10	4	0.4	-21	0	0	-9
COc1ccc(/C=N/NC(=O)c2ccc(Cl)cc2)cc1Cn1cc(Cl)cn1	-8	-6	-7	0	1.0	-15	-2	-7	-14
N#Cc1ccccc1OCC(=O)Nc1c(C(=O)C2CC2)oc2ccccc12	-4	10	-3	0	0.9	8	7	-5	-14
NNC(=O)CN1C(c2cccc(Cl)c2)=Nc2ccc(Br)cc2C1c1ccccc1 (stereo not given)	-3	7	-3	0	0.4	-23	7	-4	-8
COc1ccc(C2NC(=S)NC(C)=C2C(=O)N2CCOCC2)cc1 (stereo not given)	-3	-6	-27	0	0.2	-12	2	-4	-6
CC(CC(=O)Nc1nccs1)c1ccccc1 (stereo not given)	-3	-2	-6	1	0.4	2	6	-3	9
COc1ccc(CCNC(=O)CCn2cccc2)cc1OC	0	3	0	1	-0.2	-13	8	-8	-7
O=C1CCCc2c1nc(-c1ccccc1F)n2O	-2	-13	-13	1	0.8	-9	6	-17	0
ClCc1csc(-c2ccc(Cl)cc2)n1	-8	2	-8	-1	0.2	0	4	-7	9
CC(=O)c1ccc(NC(=O)CCOc2cc(C)ccc2C)cc1	-5	4	-4	5	3.9	-21	3	-3	-1
O=C(O)C1CCCN1C(=O)C1CCN(S(=O)(=O)c2cccc(C(F)(F)F)c2)CC1 (stereo not given)	1	-3	17	1	-0.2	nt	8	-7	nt
CN(C)S(=O)(=O)c1ccc(C(=O)Nc2ccc(OCC(=O)N3CCOCC3)cc2)cc1	-5	12	-4	0	0.3	-8	1	7	-5
CC1(C)CC(=O)C=C(c2ccc(COC(=O)c3cc(F)cc(F)c3)cc2)C1=O	-6	6	1	4	0.4	nt	-9	4	nt
COc1cc(C(=O)NCCc2ccc(S(N)(=O)=O)cc2)cc(OC)c1OC	-3	17	-5	0	0.3	9	-1	5	2
CCc1nnc(NC(=O)CSc2ncnc3scc(-c4ccc(C)cc4)c23)s1	-5	-3	11	-1	0.1	-8	9	-1	4
CSCC[C@H](NC(=O)NC1CCCC1)C(=O)O	-3	-6	-3	1	-0.1	-1	7	-10	0
COc1cc2c(cc1OC)C(Cc1ccccc1[N+](=O)[O-])=NCC2	-6	-6	-11	3	-0.3	nt	1	-12	nt
CCOC(=O)c1sc(NC(=O)CN2C(=O)C3CC=CCC3C2=O)nc1C (stereo not given)	-3	9	-11	1	-0.2	-13	4	-9	0
COC(=O)c1c(C)oc(C)c1S(=O)(=O)NCc1ccc(Cl)cc1Cl	-7	7	-4	-2	0.0	-18	-2	3	-6
COc1ccccc1N(C)S(=O)(=O)c1ccc(C(=O)N2CCC(C(N)=O)CC2)cc1	-5	8	3	1	0.5	-4	8	-8	-16
Next part.
SMILES	CHRM1 agonist	M4 antag	CHO-K1 Ca antag	M4 ag	CHO-K1 Ca ag	CHO parental Ca	CHRM1 PAM	M1 antag	OXTR potentiator
COc1ccc2nc(N3C(=O)C(O)=C(C(=O)c4ccco4)C3c3ccc(OC)c(OC)c3)sc2c1 (stereo not given)	2	-5	9	-1	3.6	nt	8	-4	nt
O=C(Nc1nc(-c2ccncc2)cs1)c1ccc(S(=O)(=O)N2CCOCC2)cc1	-6	-2	-12	1	1.5	-4	-6	-4	-8
O=C(Nc1ccnn1C1CCN(C2CCCCC2)CC1)c1ccccc1	-5	1	10	0	-0.1	-13	3	-7	-7
O=C(Nc1ccon1)c1ccc2c(c1)OCO2	-1	11	18	0	0.1	-7	-2	-4	-2
C=C(C(=O)c1ccccc1)C(C(=C)C(=O)c1ccccc1)c1ccc(OC)cc1	-1	-4	-8	0	0.5	-5	0	3	-5
O=C1CCC(C(=O)OCc2nnc(-c3ccc(Br)cc3)o2)=NN1	-3	3	-18	0	0.9	-13	8	-9	2
COc1cc(Nc2ccn3nccc3n2)cc(OC)c1OC	-1	-7	-4	2	0.5	nt	5	-14	nt
COc1ccccc1-n1cnnc1SCC(=O)N1CCOCC1	-6	1	-18	1	0.8	-2	4	-7	-7
COc1ncnc2c1ncn2CC1COC(C)(C)O1 (stereo not given)	-1	-4	-3	0	0.1	-9	4	-5	-7
COc1ccc(C(=O)NCC2OCCc3ccccc32)c(O)c1 (stereo not given)	-5	-16	-3	2	0.5	6	5	-4	-12
O=C(CC1S/C(=N\S(=O)(=O)c2ccccc2)N(c2ccccc2)C1=O)Nc1ccc(F)cc1 (stereo not given)	-3	0	7	6	1.1	-12	8	5	-5
COC(=O)c1ccc(CNC(=O)COC(=O)/C=C/c2cccc(OC)c2)cc1	5	-9	12	5	4.5	nt	16	-16	nt
COc1cccc(-c2nc(CS(=O)(=O)CC(=O)NC3CCCCCC3)c(C)o2)c1	0	-13	-15	2	2.6	-15	19	-17	-12
CN(C)c1ccc(NC(=O)Nc2ccc3snnc3c2)cc1	2	13	18	25	13	21	-12	21	-32
Cc1cc(C)c(NC(=O)Cn2nnc(C(=O)NCc3cccs3)c2N)c(C)c1	-4	-2	0	1	0.6	-3	7	-4	-10
CCCc1ccc(OCc2ccc(C(=O)N3CCCC3)o2)cc1	-5	-3	-6	3	6.2	-28	-7	7	-14
O=S(=O)(Nc1nc2ccccc2nc1N1CCN(c2ccccn2)CC1)c1ccc(Cl)cc1	-4	-1	-5	4	6.8	nt	-3	-3	nt
COc1cccc(C2NC(=O)NC(C)=C2C(=O)Nc2ccc(C)cc2)c1OC (stereo not given)	-2	-5	0	0	0.2	-13	8	-11	-2
CN(C)C(=S)N=c1ssc(=S)n1Cc1cccnc1	-3	2	-7	5	3.3	nt	6	-10	nt
COc1ccc(C2C(C(=O)/C=C/c3ccco3)=C(O)C(=O)N2CCN2CCOCC2)cc1OC (stereo not given)	-3	3	-7	0	0.8	-1	7	-6	-3
CC(C)CC(C(=O)Nc1ccc2c(c1)OCCO2)N1C(=O)c2ccccc2C1=O (stereo not given)	-1	-5	-1	1	0.2	-13	3	-9	-15
CN(Cc1ccccc1)C(=O)c1ccc(NC(=O)Cc2ccc([N+](=O)[O-])cc2)cc1	4	1	-7	13	6.3	2	1	11	-10
O=C(CC1C(=O)NCCN1CC1CCCCC1)NC1(c2ccccc2)CC1 (stereo not given)	-9	-7	-3	9	3.1	-16	-6	4	0
CCC(C)(C)n1nnnc1C(c1cc2cc(OC)c(OC)cc2[nH]c1=O)N1CCc2ccccc21 (stereo not given)	-3	-24	-13	0	1.0	-22	0	0	-7
CCC1Nc2ncnc(N3CCN(c4ccccc4)CC3)c2N(Cc2ccc(C)cc2)C1=O (stereo not given)	-10	-1	-11	2	0.2	-15	6	-10	-6

Next section; it opens with the 2 that closed the last part.
SMILES	CHRM1 agonist	M4 antag	CHO-K1 Ca antag	M4 ag	CHO-K1 Ca ag	CHO parental Ca	CHRM1 PAM	M1 antag	OXTR potentiator
CCC(C)(C)n1nnnc1C(c1cc2cc(OC)c(OC)cc2[nH]c1=O)N1CCc2ccccc21 (stereo not given)	-3	-24	-13	0	1.0	-22	0	0	-7
CCC1Nc2ncnc(N3CCN(c4ccccc4)CC3)c2N(Cc2ccc(C)cc2)C1=O (stereo not given)	-10	-1	-11	2	0.2	-15	6	-10	-6
CCCOc1ccc(-c2c(C(=O)N/N=C(\C)c3cccnc3)nnn2-c2nonc2N)cc1	0	8	-4	1	-0.7	-8	15	-25	-9
O=[N+]([O-])c1ccccc1CNC1CCCCCC1	-5	-3	-16	1	-0.6	-19	7	-5	2
COc1ccc(Cl)cc1N1C(=O)[C@@H]2C(c3cccc(OC)c3OC)=NO[C@@H]2C1=O	-1	-3	2	2	0.7	-14	6	-5	-8
CCOc1ccc(C2C(C(=O)c3cccs3)=C(O)C(=O)N2CCN2CCOCC2)cc1 (stereo not given)	-5	-2	0	14	4.1	5	-3	5	-14
Cc1ccc(/C=C2\C(=O)ON=C2c2ccccc2)o1	-5	5	-7	19	4.6	4	-6	8	-10
Cc1ccc(SC[C@H](CC(C)C)N2CCN(C)CCC2=O)cc1	3	0	-12	2	0.8	nt	-7	8	nt
COc1cccc(C(=O)N2CCN(c3ccccn3)CC2)c1	-5	-4	-9	1	1.0	-13	14	-13	-12
COc1ccc(C(C(=O)NC2CCCC2)N(C(=O)c2ccco2)c2ccccc2C(C)=O)cc1OC (stereo not given)	-5	3	16	1	5.4	-14	3	-1	0
COc1ccc(CN(C)C(=O)C2CC(=O)N(c3ccc4c(c3)OCCO4)C2)c(OC)c1 (stereo not given)	-5	-2	-15	11	2.7	-18	4	3	-3
COc1ccccc1-c1sc2ccccc2c1-c1ccccc1OC	-2	3	-28	-1	0.6	-33	2	-1	-1
O=C1CC(c2ccccc2)CC(O)=C1C=NCc1ccco1 (stereo not given)	-7	4	-7	0	0.1	-11	0	-4	-2
O=c1cc(-c2ccccc2Cl)c2c([nH]1)CCC2	-2	-9	3	1	0.2	-5	3	-12	1
Cc1ccccc1C(=O)NC1CCN(Cc2nnnn2Cc2ccccc2)CC1	-3	1	-8	0	0.2	-4	6	3	-1
COc1ccc(N(C(=O)COc2ccccc2)C2C=CS(=O)(=O)C2)cc1 (stereo not given)	-6	1	-4	1	0.2	-11	5	-7	-3
COc1cc(OC)c(OC)cc1CN1CCCC(C(=O)N2CCCC2)C1 (stereo not given)	-7	-5	-4	10	4.1	-3	1	-3	-11
O=C(Nc1cccc(C(=O)O)c1)/C(=C\c1ccc2c(c1)OCO2)NC(=O)c1ccc(Br)o1	-3	-8	-8	1	0.0	-15	9	-12	-8
CC(=O)N=c1sc2ccccc2n1C	-4	-6	-10	1	0.2	2	11	-9	-10
O=C1c2ccccc2NC(c2ccncc2)N1c1ccccn1 (stereo not given)	0	13	2	0	-0.6	-2	0	6	-5
Cc1ccccc1OCCC(=O)OCC(=O)NC1CC1	-3	-8	0	1	2.2	0	8	-10	5
OCc1cccc(Nc2ncnc3sc4c(c23)CCCCC4)c1	-5	-7	-6	3	0.3	-15	5	-9	-10
CC(C)C(NS(=O)(=O)c1ccc(Br)s1)C(=O)O (stereo not given)	-1	0	-19	2	0.5	-6	8	-26	-8
Cc1cccc(C(=O)N(Cc2ccc(C)o2)C2CCS(=O)(=O)C2)c1 (stereo not given)	-1	-8	-6	0	0.6	-23	7	-12	-1
